D1 antag = blocks dopamine activation of the human D1 receptor. activity change, negative = inhibition, % at 10 µM. actives 3.2% (n = 360,000). AID 504652. HEK293 TREx D1 cells, calcium flux, dopamine EC80; stronger effect = lower value; in the data active = activity change below about -30%; note: % is set by controls: 0 for no effect and ±100 for the full control effect
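Compound effects on dopamine-evoked calcium signalling were measured in tetracycline-induced HEK293 Trex D1 cells. Dopamine at EC80 followed a 180 s compound pre-read, and fluorescence was tracked kinetically for 180 s more.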
D2 PAM = D2 dopamine receptor (human) potentiation; P14416; HEK293 T-REx D2, calcium flux, EC20 dopamine potentiation; potentiation, % at 10 µM; actives 0.34% (n = 340,000);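 active = potentiation over 3 SD above the plate norm, cut at about 30% in these data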; note: 0% is about no effect
Target sequence (P14416 whole entry, looked up): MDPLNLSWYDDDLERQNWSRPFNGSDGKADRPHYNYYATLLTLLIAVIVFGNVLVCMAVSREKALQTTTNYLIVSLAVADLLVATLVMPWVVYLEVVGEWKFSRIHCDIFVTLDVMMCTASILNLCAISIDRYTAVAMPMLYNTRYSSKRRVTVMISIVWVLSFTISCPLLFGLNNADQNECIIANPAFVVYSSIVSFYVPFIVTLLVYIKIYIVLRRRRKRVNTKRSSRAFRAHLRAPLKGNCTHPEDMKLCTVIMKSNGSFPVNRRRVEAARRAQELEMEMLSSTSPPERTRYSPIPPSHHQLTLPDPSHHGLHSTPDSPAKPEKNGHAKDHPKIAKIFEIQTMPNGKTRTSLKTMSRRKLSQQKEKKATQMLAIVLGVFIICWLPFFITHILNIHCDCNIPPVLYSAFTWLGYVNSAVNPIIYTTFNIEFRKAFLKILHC
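Potentiation of an EC20 dopamine calcium response is measured in a force-coupled, tetracycline-inducible Hek293 Trex D2 line. Compound-only kinetic reads over 180 s flag agonists before dopamine addition.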
D1 potentiator = potentiators of human D1 dopamine receptor; P21728; actives 0.036% (n = 360,000); AID 504651; potentiation, % at 10 µM; HEK293 TREx D1 cells, calcium flux, dopamine EC20 potentiation; in the data active = potentiation above about 30%; note: 0% is about no effect
D1 agonist = human D1 receptor agonism; P21728; HEK293 T-REx D1 cells, calcium flux, agonist mode; AID 504660; actives 1% (n = 360,000); activation, % at 2 µM; in the data active = activation above about 30%; note: 0% is about no effect
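Agonism was scored from calcium flux recorded over 180 s (1 read/s) after pintool compound addition, following a 10-cycle baseline. Cells were inducible force-coupled HEK293 TREx D1, plated overnight at 30 C and loaded with no-wash calcium dye.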
RXFP1 ag = RXFP1 (human) receptor agonism. Q9HBX9. HEK293T-RXFP1 cAMP TR-FRET, 30 min; response scale: percent of porcine relaxin response, buffer zero. Potency, µM (series often up to 57.5 µM), without a hit: at the top dose activation, actives largely listed as activators. actives 0.3% (n = 370,000); active = well fitted activation curve with a large enough effect; inconclusive = small, poorly fitted or top-dose-only effect; note: potency is the fitted concentration of half-maximal effect; % is set by controls: 0 for no effect and ±100 for the full control effect; nearly all actives have a fitted effect of over 60% in size; many of its hits are not listed in these tables
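cAMP rise read by TR-FRET after 30 min, 37C compound exposure (up to 58 uM) in RXFP1-transfected HEK293 cells with Ro 20174 present. EC50 from Hill-equation fits, with 29 nM porcine relaxin as 100% and buffer as basal.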
TRHR enhancer = allosteric enhancers of human TRH receptor. actives 0.66% (n = 360,000). enhancement, % at 2 µM. TRHR cells, fluo-8 calcium fluorescence, EC20 TRH enhancement; in the data active = enhancement above about 30%; note: 0% is about no effect
Target sequence (P34981 whole entry, looked up): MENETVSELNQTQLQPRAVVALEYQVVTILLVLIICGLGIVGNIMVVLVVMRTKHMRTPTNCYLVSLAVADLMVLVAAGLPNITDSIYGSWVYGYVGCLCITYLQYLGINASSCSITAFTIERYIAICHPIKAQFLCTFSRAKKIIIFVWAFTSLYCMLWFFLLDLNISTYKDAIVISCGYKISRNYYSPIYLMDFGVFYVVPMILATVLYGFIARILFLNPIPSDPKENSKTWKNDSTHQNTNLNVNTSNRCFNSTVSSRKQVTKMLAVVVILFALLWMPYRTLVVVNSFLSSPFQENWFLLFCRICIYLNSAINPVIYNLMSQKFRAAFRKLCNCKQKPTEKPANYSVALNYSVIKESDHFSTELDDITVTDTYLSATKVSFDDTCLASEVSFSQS
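TRHR-expressing cells loaded with fluo-8 calcium dye were read kinetically (ex 480/em 530) during compound addition, then stimulated with an EC20 of TRH (10 nM final). Enhancement of the Gq-mediated intracellular calcium response was scored.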
D2 agonist = D2 dopamine receptor (human) agonism | HEK293 T-REx D2 cells, calcium flux agonist mode | activation, % at 2 µM | actives 0.53% (n = 340,000) | AID 485358;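 active = activation over 3 SD above normal in the single-dose calcium agonist read, cut at about 30% in these data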; note: 0% is about no effect
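Tetracycline-induced HEK293 Trex cells with D2 receptor force-coupled to calcium signaling, plated overnight at 30 C and loaded with no-wash calcium dye. Calcium flux read kinetically for 180 s after compound addition; responses flag agonists.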
RXFP1 antag = antagonists of human relaxin receptor RXFP1; AID 1259400; Q9HBX9; HEK293-RXFP1, relaxin-stimulated cAMP HTRF, 30 min; stronger effect = lower value; activity change, negative = inhibition, % at 57.5 µM; actives 0.59% (n = 350,000);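 active = activity change of -60% or lower, but not beyond a set lower limit; inconclusive = change between -60% and -40%, or beyond the set limit; inactive = change above -40%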; note: % is set by controls: 0 for no effect and ±100 for the full control effect
D2 antagonist = antagonists of human D2 dopamine receptor; actives 2% (n = 340,000); inhibition, % at 10 µM; AID 485344; HEK293 TREx D2 cells, calcium flux, dopamine EC80; P14416; in the data active = inhibition above about 30%; note: 0% is about no effect
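Tetracycline-induced HEK293 T-REx cells expressing D2 force-coupled to calcium signalling were dye-loaded, exposed to compound for 180 s, then challenged with an EC80 of dopamine; calcium flux was followed kinetically for a further 180 s.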
The depositor's hits bear a star; ? = inconclusive; . = no result given; & = joins results of further samples; ! = not confirmed by another sample.

Letters: A = D1 antag; B = D2 PAM; C = D1 potentiator; D = D1 agonist; E = RXFP1 ag; F = TRHR enhancer; G = D2 agonist; H = RXFP1 antag; I = D2 antagonist
(1) Cc1ccc(Cl)cc1NC(=O)c1sc2nc(C)c(C)c(C)c2c1N
  A: -9	B: -4	C: -1	D: 0	E: 1.8%	F: -3	G: -0.2	H: .	I: .
(2) Cc1cccc(NC(=O)CCS(=O)(=O)c2ccc3c(c2)n(C)c(=O)c(=O)n3C)c1C
  A: -1	B: 23	C: 0	D: -3	E: ?	F: -5	G: -1.0	H: 2	I: .
(3) O=C(CNC(=O)c1ccco1)N/N=C/c1ccc(C(=O)O)cc1
  A: 17	B: 6	C: .	D: 5	E: -0.4%	F: 20	G: -4.2	H: -3	I: -5
(4) C/C(CCc1ccccc1)=N/NC(=O)C(=O)NCc1ccccc1
  A: 8	B: 2	C: 2	D: 1	E: -1.1%	F: -6	G: -1.7	H: -2	I: -7
(5) COc1cccc(C(C#N)N2N=C(C)CC2(C)C)c1O (stereo not drawn)
  A: 10	B: 5	C: 0	D: 4	E: -0.5%	F: 2	G: 0.1	H: 4	I: -3
(6) CCn1c(=O)n(-c2ccc3c(c2)OCO3)c2nc(-c3ccc(C(C)C)cc3)nc(C(N)=O)c21
  A: 19	B: 0	C: -1	D: 2	E: -1.4%	F: -15	G: 0.5	H: .	I: .
(7) Cc1csc2nc(COC(=O)c3cccc(N(C)C)c3)cc(=O)n12
  A: -11	B: -6	C: -1	D: 9	E: 5.1%	F: 3	G: 0.2	H: 6	I: -21
(8) COc1cc(OC)c(NC(=O)C2CC(=O)N(c3ccc4c(c3)OCCO4)C2)cc1Cl (stereo not drawn)
  A: 3	B: 6	C: 3	D: 0	E: 1.7%	F: -2	G: -0.5	H: -14	I: -2
(9) O=C(Nc1ccccc1F)c1coc(=O)c(Br)c1
  A: -11	B: .	C: 0	D: 2	E: 3.3%	F: 4	G: -0.4	H: -4	I: 1
(10) CSCC[C@H](NC(=O)OC(C)(C)C)c1nnc(SCC(=O)N(C)C)o1
  A: -1	B: 11	C: -4	D: 3	E: 2.2%	F: 9	G: 0.7	H: -1	I: 11
(11) Cn1c(NC(=O)c2ccccc2)c(-c2cccs2)c(=O)c2ccccc21
  A: -11	B: -7	C: 0	D: 0	E: 3.2%	F: -5	G: 0.8	H: 6	I: -1
(12) Cn1c(CC(=O)Nc2cccc(Cl)c2Cl)nnc1SCC(=O)NC1=NCCS1
  A: 4	B: -3	C: -9	D: 3	E: 5.6%	F: -7	G: 0.3	H: -5	I: 13
(13) Cc1ccc(/C=C(/C#N)c2nc(CCN3C(=O)c4ccccc4C3=O)cs2)cc1
  A: 1	B: 8	C: 9	D: 4	E: -0.2%	F: 3	G: 22	H: -1	I: 15
(14) N=c1oc2ccc3ccccc3c2cc1-c1nnc2n1CCCCC2
  A: 5	B: 20	C: 2	D: 0	E: -0.5%	F: 2	G: 0.4	H: -11	I: -9
(15) COc1cc(/C=C/C(=O)N2CCOCC2)ccc1OCc1ccccc1
  A: -3	B: -2	C: -5	D: 1	E: 0.0%	F: -2	G: -1.0	H: -3	I: 1
(16) O=C(CSc1nnc(-c2ccccc2)n1Cc1ccccc1)NC1CC1
  A: 1	B: 8	C: 15	D: 2	E: 0.4%	F: 4	G: -0.8	H: 13	I: 19
(17) COc1ccc(S(=O)(=O)N2CCOC2CNC(=O)C(=O)NCc2ccc(F)cc2)cc1 (stereo not drawn)
  A: -17	B: 1	C: -1	D: 5	E: 1.6%	F: 1	G: 0.7	H: 4	I: -13
(18) COc1ccc(C2(O)CC3CCC(C2)N3c2cc(C)nc(-c3ccccc3)n2)cc1 (stereo not drawn)
  A: 16	B: -6	C: -2	D: 5	E: 1.4%	F: 0	G: 1.4	H: -23	I: 2
(19) COC(=O)c1c(-c2c(Cl)cccc2Cl)noc1NC(=O)NN1CCOCC1
  A: 2	B: 0	C: -2	D: 2	E: 1.2%	F: 16	G: -1.3	H: -3	I: -6
(20) Cc1ccc(C(=O)NNC(=O)c2nn(-c3ccc(F)cc3)ccc2=O)cc1
  A: 15	B: 1	C: -4	D: 4	E: 0.4%	F: -8	G: -1.4	H: -22	I: -7
(21) O=C(NC(=S)N1CCN(c2ccc(Cl)cc2[N+](=O)[O-])CC1)c1ccco1
  A: 0	B: 10	C: 12	D: 4	E: -1.0%	F: 3	G: -0.9	H: -21	I: 0
(22) CC1(C)C(=O)CC[C@@]2(C)[C@H]1CC[C@@]1(C)CC3=C(CC[C@@H]12)[C@@]1(C)CCC(=O)C(C)(C)[C@@H]1CC3
  A: 57	B: -4	C: 0	D: 13	E: 0.3%	F: 6	G: -0.9	H: .	I: -3
(23) CCCCN(CCCC)C(=O)/C=C/c1cccc([N+](=O)[O-])c1
  A: -3	B: .	C: -2	D: 7	E: 3.6%	F: -8	G: .	H: -4	I: .
(24) CC(Sc1n[nH]c(N)n1)C(=O)Nc1ccccc1-c1ccccc1 (stereo not drawn)
  A: -6	B: 3	C: -7	D: 2	E: 0.3%	F: 6	G: -0.6	H: 3	I: 6
(25) CCOc1cccc(CN2CCCC(C(=O)c3cccc(C(F)(F)F)c3)C2)c1O (stereo not drawn)
  A: 0	B: -16	C: -3	D: 2	E: 0.5%	F: 7	G: 0.6	H: -10	I: -4

Arranged by value in RXFP1 ag (largest number first): three from the list above.
cpd | structure | RXFP1 ag
23 | CCCCN(CCCC)C(=O)/C=C/c1cccc([N+](=O)[O-])c1 | 3.6%
9 | O=C(Nc1ccccc1F)c1coc(=O)c(Br)c1 | 3.3%
25 | CCOc1cccc(CN2CCCC(C(=O)c3cccc(C(F)(F)F)c3)C2)c1O (stereo not drawn) | 0.5%

Next section.
Letters: A = D1 antag; B = D2 PAM; C = D1 potentiator; D = D1 agonist; E = RXFP1 ag; F = TRHR enhancer; G = D2 agonist; H = RXFP1 antag; I = D2 antagonist
(26) Nc1ccn(CC(=O)NCc2ccccn2)c(=O)n1
  A: .	B: 19	C: -2	D: 0	E: 2.7%	F: -5	G: 1.2	H: .	I: -16
(27) CCOC(=O)N1CCC(N2C(=O)c3ccccc3C2Nc2ccc(S(=O)(=O)N3CCOCC3)cc2)CC1 (stereo not drawn)
  A: -2	B: 1	C: -5	D: 6	E: 0.8%	F: 2	G: -0.4	H: 0	I: 4
(28) COc1cc(CNCc2cccc3ccccc23)cc(OC)c1
  A: 0	B: -6	C: -8	D: 17	E: 3.9%	F: -1	G: 0.4	H: 1	I: 24
(29) COc1ccc(C(=O)NCCS(=O)(=O)N2CCC3(CC2)OCCO3)cc1
  A: -7	B: .	C: -5	D: 1	E: 2.2%	F: 6	G: .	H: -1	I: .
(30) O=C(O)c1cccc(-n2cccc2/C=C2\SC(=O)N(Cc3ccccc3F)C2=O)c1
  A: -2	B: -3	C: -2	D: 1	E: 0.0%	F: 4	G: -2.4	H: -33	I: 12
(31) CCOc1ccc(/C(O)=C2/C(=O)C(=O)N(c3nc(C)c(C)s3)C2c2ccco2)cc1 (stereo not drawn)
  A: 0	B: -5	C: -4	D: 3	E: 27%	F: -7	G: -1.7	H: -7	I: 6
(32) Cc1cc([N+](=O)[O-])cc2c1-c1ncccc1C2=Nc1ccccc1
  A: 4	B: 6	C: -1	D: 0	E: 1.1%	F: 12	G: -0.2	H: -11	I: 9
(33) Cc1ccc(S(=O)(=O)CCC(=O)OC(C)C(=O)N2CCc3ccccc32)cc1 (stereo not drawn)
  A: -3	B: -1	C: -17	D: 1	E: 1.4%	F: 5	G: -0.4	H: -4	I: -6
(34) CCCCn1c2c(c(=N)c3c1CCC3)CCC2
  A: -1	B: 6	C: -4	D: 4	E: -0.4%	F: -7	G: 0.0	H: -15	I: -2
(35) O=C1CSC(c2ccc(F)cc2)N1c1nc2ccccc2s1 (stereo not drawn)
  A: 22	B: 5	C: -4	D: 2	E: 0.0%	F: 3	G: -1.6	H: -19	I: -7
(36) CCC(=O)N1CCc2cc(Br)cc(S(=O)(=O)NCC3CCCO3)c21 (stereo not drawn)
  A: 7	B: -9	C: -7	D: 1	E: 0.0%	F: 2	G: -0.1	H: -4	I: -8
(37) CCc1ccccc1NC(=O)CN(C)C(=O)c1cccc(S(=O)(=O)N2CCCCCC2)c1
  A: 22	B: -3	C: 1	D: 2	E: 0.1%	F: -5	G: 0.8	H: -1	I: 1
(38) Cc1[nH]n(-c2ccccc2)c(=S)c1C=Nc1ccc([N+](=O)[O-])cc1
  A: -12	B: 5	C: -4	D: -1	E: 1.2%	F: 2	G: -0.1	H: -27	I: -19
(39) O=C(CSc1nnc(-c2ccc(F)cc2)c2ccccc12)Nc1cccc(Cl)c1
  A: 8	B: -6	C: 7	D: 1	E: 0.4%	F: -7	G: 0.9	H: 7	I: 7
(40) CCCCC[C@H](O)/C=C/[C@@H]1[C@@H](CCCCCCC(=O)O)[C@@H](O)C[C@H]1O
  A: -8	B: -8	C: -4	D: 1	E: 0.3%	F: -8	G: -1.8	H: .	I: -5
(41) CN(C)CCNc1oc(-c2cccc(Cl)c2)nc1C#N
  A: 6	B: -10	C: -6	D: 8	E: 2.7%	F: -8	G: 2.1	H: 4	I: 6
(42) O=C(CNS(=O)(=O)c1ccc(Br)s1)NCCc1ccc(Cl)cc1
  A: 2	B: 9	C: 10	D: 0	E: 0.4%	F: 3	G: -2.6	H: -25	I: 16
(43) CC1=C(C(=O)OC2CCCC2)C(c2ccccc2C(F)(F)F)CC(=O)N1 (stereo not drawn)
  A: 8	B: 4	C: 0	D: 0	E: 30%	F: -2	G: 1.4	H: .	I: .
(44) COc1ccc(CCN/C=C2/CC(=O)NC2=O)cc1OC
  A: 11	B: 3	C: -5	D: 7	E: 1.7%	F: 2	G: -3.9	H: 0	I: -3
(45) COc1ccc(CCCc2nnc(SCC(=O)Nc3cccc(C)c3)o2)cc1
  A: -43*!	B: 18&11	C: -3&-3	D: 46*!	E: 0.0%&1.3%	F: 8&6	G: -2.0&-1.5	H: -12&-17	I: -7
(46) CC(C)CN(CC(C)C)S(=O)(=O)N1CCC(C(=O)NCc2ccco2)CC1
  A: -12	B: -2	C: -5	D: 1	E: -1.5%	F: -4	G: 0.2	H: 2	I: 0

Bioassay records deposited in PubChem BioAssay by National Center for Advancing Translational Sciences (NCATS).

Only part of the results is shown. The share of hits here may be higher or lower than overall.
